Screening data as filed in PubChem.
TbPYK inhibitor: inhibitors of Trypanosoma brucei pyruvate kinase; TbPYK enzyme, Kinase-Glo Plus ATP luminescence, 45 min; Potency, µM (titrated, usually from 76.8 µM), inactives show at the highest dose activity, negative = inhibition, hits mostly inhibitors; Q57TT1; AID 624173; 410,000 tested, 0.12% active; further: potency means the concentration at half of the fitted maximal effect; on the % scale 0 is the no-effect control and ±100 the full control effect; nearly all actives have a fitted effect of over 50% in size
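Screened from lowest to highest concentration, compounds were pinned into TbPYK/substrate mixtures, and ADP (130 uM final) was added. Plates sat at room temperature for 45 min prior to Kinase-Glo Plus detection by luminescence.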
Shiga inhibitor: inhibitors of Shiga toxin in Vero cells; 290,000 tested, 9.2% active; Vero cells, Shiga toxin protein synthesis inhibition reporter; inhibition, % at 38.7 µM; in the data active means inhibition mostly above about 28%, no sharp cut-off; inactive means mostly below about 43%; further: 0% is about no effect
CHX counter: counter-screen hit for Shiga toxin inhibitors, cycloheximide. cell reporter, cycloheximide protein synthesis inhibition counterscreen. max response, %. 300,000 tested, 12% active; in the data active means max response mostly above about 13%, no sharp cut-off; inactive means mostly below about 14%; further: read at 38.3 µM for the half of the compounds with a filed dose; 0% is about no effect
LmPK inh: blocks Leishmania mexicana pyruvate kinase activity; Q27686; purified LmPK, Kinase-Glo ATP luminescence, 1 h; Potency, µM (titrated, usually from 57.5 µM), inactives show top-dose activity change, negative = inhibition, most hits filed as inhibitors; 290,000 tested, 0.37% active; AID 1721; further: potency means the concentration at half of the fitted maximal effect; on the % scale 0 is the no-effect control and ±100 the full control effect
Target sequence (Q27686 whole entry, looked up): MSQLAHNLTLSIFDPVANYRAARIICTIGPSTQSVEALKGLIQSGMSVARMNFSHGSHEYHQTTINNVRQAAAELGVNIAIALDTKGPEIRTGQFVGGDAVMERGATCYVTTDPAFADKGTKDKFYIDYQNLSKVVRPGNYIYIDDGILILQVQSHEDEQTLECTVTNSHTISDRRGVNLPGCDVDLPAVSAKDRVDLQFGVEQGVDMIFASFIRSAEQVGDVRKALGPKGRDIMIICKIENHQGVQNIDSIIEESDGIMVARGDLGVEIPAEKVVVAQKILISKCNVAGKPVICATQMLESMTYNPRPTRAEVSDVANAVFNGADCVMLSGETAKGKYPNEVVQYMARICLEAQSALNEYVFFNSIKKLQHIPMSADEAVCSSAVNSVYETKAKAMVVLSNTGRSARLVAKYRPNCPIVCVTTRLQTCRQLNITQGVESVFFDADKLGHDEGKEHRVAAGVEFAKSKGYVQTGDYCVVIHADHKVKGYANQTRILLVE
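0.1 nM LmPK, 0.5 mM PEP, 0.1 mM ADP; 50 mM imidazole pH 7.2, 7 mM MgCl2, 50 mM KCl; 1 h RT. Kinase-Glo luminescence readout, normalized to no-enzyme (full inhibition) and uninhibited wells.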
Pf growth 48h: inhibits P. falciparum growth in the first generation, 48 h | P. falciparum luciferase growth in erythrocytes, 48 h | Potency, µM (doses to about 28.7 µM), for the others: at the top dose activity change, negative = inhibition, hits mostly inhibitors | 310,000 tested, 5.9% active | AID 504832; further: potency means the concentration at half of the fitted maximal effect; on the % scale 0 is the no-effect control and ±100 the full control effect
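Parasite viability was followed by luminescence of a genomically integrated firefly luciferase. Cultures held 0.1% parasitemia at 2% hematocrit (final), incubated under 5% CO2 at 37 C.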
AmpC no deterg: AmpC beta-lactamase inhibition without detergent; 330,000 tested, 0.52% active; AmpC nitrocefin hydrolysis, absorbance 480 nm, 0.0001% Triton; P00811; AID 485341; Potency, µM (titrated, usually from 57.1 µM), inactives show at the highest dose activity change, negative = inhibition, most hits filed as inhibitors;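 further: potency means the concentration at half of the fitted maximal effect; plate controls were no compound for no effect and no enzyme for full effect; nearly all actives have a fitted effect of over 20% in size; some results filed as inactive show a strong effect at the top dose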
Target sequence (P00811 whole entry, looked up): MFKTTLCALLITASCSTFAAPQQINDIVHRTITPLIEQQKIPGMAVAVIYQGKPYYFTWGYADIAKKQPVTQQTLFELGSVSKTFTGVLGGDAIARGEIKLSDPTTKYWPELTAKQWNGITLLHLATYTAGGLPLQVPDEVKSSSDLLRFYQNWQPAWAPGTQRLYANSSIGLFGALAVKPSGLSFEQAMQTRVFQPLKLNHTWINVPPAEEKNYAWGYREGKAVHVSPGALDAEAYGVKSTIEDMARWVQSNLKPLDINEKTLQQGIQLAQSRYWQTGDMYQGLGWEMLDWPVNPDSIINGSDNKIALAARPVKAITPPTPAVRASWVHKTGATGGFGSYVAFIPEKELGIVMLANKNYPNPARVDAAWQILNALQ
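AmpC (5.3 nM in the dispensed reagent) in 20 mM phosphate pH 7.0 with 0.01% (detergent screen) or 0.0001% Triton X-100 was preincubated with compounds for 15 min at room temperature. Nitrocefin was then added from an 800 uM solution, and hydrolysis was followed at 480 nm.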
Pf growth 96h: inhibits malaria parasite growth, 96 h | P. falciparum luciferase reporter growth, 96 h | Potency, µM (series often up to 28.7 µM), inactives show top-dose activity change, negative = inhibition, most hits filed as inhibitors | 320,000 tested, 6.9% active | AID 504834; further: potency means the concentration at half of the fitted maximal effect; on the % scale 0 is the no-effect control and ±100 the full control effect
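Parasite growth measured via integrated firefly luciferase reporter in P. falciparum. Infected erythrocytes at 2% hematocrit, 0.05% parasitemia final were treated 96 hours at 37 C under 5% CO2, and luminescence was read.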
* hit, by the source's call; ? = inconclusive; / = not tested or not shown; [ ] = dose if it differs, or a comment. Unless noted, the call rests on the fitted dose curve; in most records, active means well fitted curve in the direction sought with a large enough effect; inconclusive means small, poorly fitted or top-dose-only effect, or another doubt; inactive means no such curve, though single readings can be large; an effect the other way counts as inactive or inconclusive.

SMILES	TbPYK inhibitor	Shiga inhibitor	CHX counter	LmPK inh	Pf growth 48h	AmpC no deterg	Pf growth 96h
O=C(CN1CCN(c2ccc(Cl)cc2)CC1)NCc1cccs1	6%	-20	6	3%	-9%	85%[activator]	21%
c1ccc(CNc2nc(-c3cccnc3)nc3ccccc23)cc1	-3%	-6	-2	-1%	9.3µM*	-31%	8.3µM*
Cc1ccc(-c2[nH]nc(N)c2N=Nc2ccccc2C)cc1	3%	25	-3	0%	?	-12%	177%[activator]
Cc1ccc(CNC(=O)c2cc(-c3ccccc3C)n(CC3CC(c4cccc([N+](=O)[O-])c4)=NO3)n2)cc1 (centres undefined)	3%	/	/	/	5.2µM*	-37%	?
CC(C)(C)OC(=O)N1CCC(CC2CC(c3cccc(Br)c3)=NO2)(C(=O)O)CC1 (centres undefined)	-2%	-1	-1	8%	20%	-6%	?
COc1ccc(C(=O)Oc2cc(C)c(CN3CCOCC3)cc2C)cc1OC	-1%	-7	1	14%	?	-1%	18%
Cc1noc(C)c1CNCc1ccccc1	13%	4	2	2%	14%	-3%	-7%
COCCNC(=S)N(C)C1(c2ccccc2Cl)CCCCC1=O (centres undefined)	-11%	19	6	-3%	0%	-20%	-6%
CCN(CC)CCN1C(=O)CN=C(c2ccccc2F)c2cc(Cl)ccc21	-7%	/	/	/	?	/	?
COc1ccc(-c2noc(-c3cccc(Cl)c3)n2)cc1OC	-1%	11	2	-1%	76%[activator]	-29%	-5%
CCCOc1cccc(C(=O)Nc2cc(NC(=O)c3ccco3)ccc2OC)c1	0%	-8	3	3%	?	-6%	44%[activator]
COc1cc(C)ccc1OCCOCCN(C)Cc1ccccc1	8%	-5	-2	-4%	3%	1%	70%[activator]
O=C(NC1CCCCCCC1)c1ccc(F)c(S(=O)(=O)N2CCOCC2)c1	-10%	/	/	/	?	-17%	?
COc1ccc(CN2CCNC(=O)C2CC(=O)NC2CCCCCC2)c(C)c1C (centres undefined)	-5%	-10	-1	-7%	-9%	106%[activator]	20%
C=CCn1c2ccccc2c(=O)c2cc(C#CC3(O)CCCCC3)ccc21	-2%	55*	44*	4%	142%[activator]	1%	?
Cn1c(CCNC(=O)c2ccccc2F)nnc1SCC(=O)Nc1nncs1	1%	-8	-5	-5%	21%	-2%	26%
O=C(CCCCCCCC(=O)NCC1CCCO1)NCC1CCCO1 (centres undefined)	-4%	10	8	-2%	-11%	-16%	-25%
CCC(C)NC(=O)COc1ccc(OCc2ccccc2)cc1 (centres undefined)	2%	-8	12*	1%	20%	-3%[11.4 µM]	-4%
COc1ccc2sc(-c3ccccc3OC)c(-c3ccc4c(c3)OCCO4)c2c1	2%	/	/	/	10µM*	-24%	2.6µM*
CCOC(=O)Cn1nnnc1CN(Cc1ccc(OC)cc1)Cc1cc2cc(C)ccc2[nH]c1=O	-8%	-4	-1	3%	?	-18%	-18%
N=C1C(c2nc(-c3ccc(F)cc3)cs2)=C(O)CN1CCCN1CCOCC1	1%	-16	2	4%	?	131%[activator]	?
COc1ccccc1OCCC(=O)OCC(=O)NCc1ccc(Cl)cc1	-3%	-8	-2	0%	4%	28%	20%
COc1cc(C(=O)Nc2cc(-c3ccccc3)[nH]n2)cc(OC)c1OC	3%	-6	-3	3%	12µM*	-25%	4%
CCCn1c(SCC(=O)c2cc(C)n(-c3ccc4c(c3)OCO4)c2C)n[nH]c1=O	-6%	-5	-2	-1%	-7%	0%	?
OC(C#CCN1CCOCC1)c1cccs1 (centres undefined)	-5%	-6	37*	-2%	12%	2%	19%[5.75 µM]

Some of the entries above in another layout:
Compound | TbPYK inhibitor | Shiga inhibitor | CHX counter | LmPK inh | Pf growth 48h | AmpC no deterg | Pf growth 96h
COCCNC(=S)N(C)C1(c2ccccc2Cl)CCCCC1=O (centres undefined) | -11% | 19 | 6 | -3% | 0% | -20% | -6%
CCN(CC)CCN1C(=O)CN=C(c2ccccc2F)c2cc(Cl)ccc21 | -7% | / | / | / | ? | / | ?
COc1ccc(-c2noc(-c3cccc(Cl)c3)n2)cc1OC | -1% | 11 | 2 | -1% | 76%[activator] | -29% | -5%
CCCOc1cccc(C(=O)Nc2cc(NC(=O)c3ccco3)ccc2OC)c1 | 0% | -8 | 3 | 3% | ? | -6% | 44%[activator]
COc1cc(C)ccc1OCCOCCN(C)Cc1ccccc1 | 8% | -5 | -2 | -4% | 3% | 1% | 70%[activator]
O=C(NC1CCCCCCC1)c1ccc(F)c(S(=O)(=O)N2CCOCC2)c1 | -10% | / | / | / | ? | -17% | ?
COc1ccc(CN2CCNC(=O)C2CC(=O)NC2CCCCCC2)c(C)c1C (centres undefined) | -5% | -10 | -1 | -7% | -9% | 106%[activator] | 20%
C=CCn1c2ccccc2c(=O)c2cc(C#CC3(O)CCCCC3)ccc21 | -2% | 55* | 44* | 4% | 142%[activator] | 1% | ?
Cn1c(CCNC(=O)c2ccccc2F)nnc1SCC(=O)Nc1nncs1 | 1% | -8 | -5 | -5% | 21% | -2% | 26%
O=C(CCCCCCCC(=O)NCC1CCCO1)NCC1CCCO1 (centres undefined) | -4% | 10 | 8 | -2% | -11% | -16% | -25%
CCC(C)NC(=O)COc1ccc(OCc2ccccc2)cc1 (centres undefined) | 2% | -8 | 12* | 1% | 20% | -3%[11.4 µM] | -4%
COc1ccc2sc(-c3ccccc3OC)c(-c3ccc4c(c3)OCCO4)c2c1 | 2% | / | / | / | 10µM* | -24% | 2.6µM*
CCOC(=O)Cn1nnnc1CN(Cc1ccc(OC)cc1)Cc1cc2cc(C)ccc2[nH]c1=O | -8% | -4 | -1 | 3% | ? | -18% | -18%
N=C1C(c2nc(-c3ccc(F)cc3)cs2)=C(O)CN1CCCN1CCOCC1 | 1% | -16 | 2 | 4% | ? | 131%[activator] | ?

Next part.
SMILES	TbPYK inhibitor	Shiga inhibitor	CHX counter	LmPK inh	Pf growth 48h	AmpC no deterg	Pf growth 96h
CCOC(=O)CSc1nc2sc3c(c2c(=O)n1-c1ccccc1)CCN(C(C)C)C3	-12%	-12	-8	0%	0%[0.00184 µM]	69%[activator]	0.83µM*
CC(C)(C)C(=O)NC(=S)Nc1cc(C(F)(F)F)ccc1N1CCOCC1	0%	-7	-6	4%	/	51%	?
COc1ccnc(Oc2ccc(F)cc2)c1C(=O)N/C=N/OCc1ccc(Cl)cc1Cl	7%	-12	8	8%	?	92%[activator]	-28%
CCOC(=O)N1CCN(C(=O)/C=C/c2c(C)nn(-c3ccc(F)cc3)c2Cl)CC1	1%	16	-8	9%	?	-10%	-13%
Cc1ccc(CC2SC(N=C(N)N)=NC2=O)cc1 (centres undefined)	-2%	23	-4	-1%	0%	-20%	4%
CN1CCN(c2nc(-c3ccncc3)nc3ccccc23)CC1	-3%	-2	-5	0%	9.3µM*	-24%	/
Cc1ccc(C)c(N2CCN(S(=O)(=O)c3c(C)[nH]c(C)c3C(=O)N3CCCCC3)CC2)c1	6%	18	-1	2%	?	163%[activator]	?
CCCc1nnc(SCC(=O)N2CCCC2)n1CC1CCCO1 (centres undefined)	-2%	-12	-1	0%	10%	-17%	21%
O=C(CCC(=O)Nc1ccccc1)NNC(=O)c1cccs1	-14%	-12	10	5%	8%	43%[activator]	47%[activator]
COc1cc2c(cc1OC)C(=O)N(C)CC2	8%	-9	-1	3%	3%	-11%	89%[activator]
O=C(Cc1c(F)cccc1Cl)N1CCOCC1	3%	-3	1	-1%	5%	-12%	23%
Cc1ncc(CO)c2cc(-c3nnc(Nc4ccc5c(c4)OCO5)s3)c(=O)oc12	-6%	9	-3	-2%	13%	-1%	16%
Cc1cccc(OCC(=O)Nc2ncn[nH]2)c1C	-6%	16	11*	-7%	84%[activator]	-7%	108%[activator]
CC(C)OC(=O)c1nnn(-c2nonc2N)c1CSc1ccccn1	-11%	-1	-3	9%	?	-3%	217%[activator]
CC(C)N(Cc1ccccc1)C(=O)COC(=O)/C=C/c1cnc2ccccc2n1	-1%	50	21*	0%	12%	18%	44%[activator]
Cc1cccc(OCC(O)CN2CCNCC2)c1 (centres undefined)	-1%	-21	-1	-1%	7%	-2%	103%[activator]
COc1ccc(Cn2c(C)nnc2-c2cnn(C)c2N)cc1	-1%	6	2	6%	/	-16%	44%[activator]
Cc1csc2c(N3CCCCC3)ncnc12	-2%	44	30*	0%	36%[activator]	24%	20%
Cc1ccccc1OCCCCc1c(C)n[nH]c1C	1%	-12	2	6%	-15%	23%	49%[activator]
Cc1oc2cc3oc(=O)cc(C)c3cc2c1C	-2%	24	22*	0%	51%[activator]	-19%	34%[activator]
COCc1cc(C)nc(SCC(=O)Oc2ccccc2)c1C#N	-3%	18	9	14%	19%	-3%	?
Cc1ccc(C2N(C)C(=O)c3ccccc3N2C)cc1 (centres undefined)	-11%	-11	6	0%	-2%	-5%	68%[activator]
CCN(Cc1nc2ccccc2c(=O)[nH]1)Cc1nc2cc(OC)c(OC)cc2c(=O)[nH]1	11%	0	-2	7%	?	23%	-10%
CCOc1ccc(/C=C/C(=O)Nc2ccc(N3CCOCC3)cc2)cc1	-18%	-13	2	-1%	-9%	-14%	?
Cc1nnc(NCc2n[nH]c(=O)c3ccccc23)c2ccccc12	5%	-23	-6	10%	16%	-6%	24%

Other compounds.
SMILES	TbPYK inhibitor	Shiga inhibitor	CHX counter	LmPK inh	Pf growth 48h	AmpC no deterg	Pf growth 96h
O=C(O)CCCCNS(=O)(=O)/C=C/c1ccccc1	1%	-15	-2	2%	-10%	-1%	6%
CCN(C(=O)c1cc2cccc(OC)c2oc1=O)c1ccccc1	1%	168*	53*	-11%	-7%	-19%	-26%
COc1cccc(CNS(=O)(=O)c2c(C)[nH]c(C)c2C(=O)N2CCCCC2)c1	-26%	4	-3	2%	9%	-1%	1%
CCN(CC)CC(=O)Nc1sc(C)cc1C(=O)c1ccccc1	-1%	3	5	-1%	3.3µM*	0%	-12%
O=C(Nc1ccccc1)c1oc2ccccc2c1NC(=O)C1CC1	-11%	3	2	5%	19%	-8%	31%[activator]
CCCC(=O)Oc1ccc2c(C)cc(=O)oc2c1	-11%	-2	-5	1%	33%[activator]	-12%	0%
C=C(C)CSc1nc2sc3c(c2c(=O)n1C1CCCCC1)CCN(C)C3	-1%	-13	-2	0%	1.5µM*	104%[activator]	1µM*
CCN(CC)P(=O)(Oc1ccccc1)Oc1ccccc1	0%	-17	0	-2%	-22%	34%	-6%
O=C(CCCCCCCCC(=O)N/N=C/c1ccco1)N/N=C/c1ccco1	4%	2	-4	0%	-13%	-52%	?
CCOC(=O)c1sc(NC(=O)c2sc(C)nc2C)nc1C	-1%	30	10	-9%	19%	-8%	32%[activator]
COc1ccc(CCNCc2ccc(C)s2)cc1OC	6%	-4	-2	15%	?	-18%	22%
O=C(OCCOc1ccccc1Cl)c1ccc(-n2cnnn2)cc1	-6%	75	36*	4%	81%[activator]	-16%	37%[activator]
Cc1oc2ccccc2c1CC(=O)NCCCN(C)C	-1%	-7	-2	1%	2.1µM*	-6%	5%
CC(=O)OC1CCC2(/C=N/O)C(=CCC3C4CCC(=O)C4(C)CCC32)C1 (centres undefined)	-1%	/	0	0%	4%	0%	8%
